Assay outcomes from PubChem.
KLK7 zymogen act: activates the human kallikrein-7 zymogen | P49862 | purified proKLK7, EDANS-DABCYL substrate fluorescence; 100% is mature enzyme control, 0% vehicle | activation, % at 7 µM | 370,000 compounds, 0.9% hits;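 active means activation above the mean of all tested compounds plus 3 SD, computed per campaign excluding outliers beyond control limits, cut at about 13% in these data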
Tn7 DDE FP: DD(E)-Tn7 binding inhibition, primary FP screen; P02675; FP displacement of FITC-Tn7 peptide from fibrin DD(E); 0% = median of compound wells per plate; inhibition, % at 8.3 µM; 370,000 compounds, 0.13% hits; AID 720508;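 active means inhibition above the mean of compounds falling within the control limits plus 3 SD of them, cut at about 14% in these data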;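 further: 0% = plate median of compound wells and 100% = 10 µM Aha-Tn7 peptide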
Target sequence (P02675 whole entry, looked up): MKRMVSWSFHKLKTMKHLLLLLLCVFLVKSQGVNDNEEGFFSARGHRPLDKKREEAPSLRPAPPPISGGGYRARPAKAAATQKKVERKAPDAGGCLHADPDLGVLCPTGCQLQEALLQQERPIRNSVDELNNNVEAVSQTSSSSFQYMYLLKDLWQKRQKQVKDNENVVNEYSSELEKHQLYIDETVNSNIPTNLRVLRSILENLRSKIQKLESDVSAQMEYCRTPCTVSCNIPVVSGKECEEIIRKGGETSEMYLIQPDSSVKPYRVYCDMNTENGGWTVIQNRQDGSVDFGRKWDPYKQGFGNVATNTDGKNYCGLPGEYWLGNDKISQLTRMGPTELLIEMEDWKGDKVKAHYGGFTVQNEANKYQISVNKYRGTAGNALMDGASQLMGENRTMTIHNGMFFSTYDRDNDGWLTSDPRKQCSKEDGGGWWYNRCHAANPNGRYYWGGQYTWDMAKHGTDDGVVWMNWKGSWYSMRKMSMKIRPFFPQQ
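assay system = human clot-derived fibrin DD(E) complex | quantity = Fibrin-DD(E) at 2 µM final | timing = 10 min preincubation, 3 h with tracer, room temperature | signal = fluorescence polarization | measure = percent inhibition | benchmarks = high control wells with 10 µM unlabelled Aha-Tn7 peptide (full inhibition) | replicates = singlicate testing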
TDP2 inh: TDP2 (human) inhibition, absorbance primary screen; O95551; recombinant TDP2, T5PNP hydrolysis, p-nitrophenol absorbance 415 nm; inhibition, % at 12.8 µM; 370,000 compounds, 0.34% hits; AID 720702;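 active means inhibition above the mean of all tested compounds plus 3 SD, set per campaign, cut at about 25% in these data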;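 further: 0% = DMSO with enzyme and 100% = buffer with substrate but no TDP2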
Target sequence (O95551 whole entry, looked up): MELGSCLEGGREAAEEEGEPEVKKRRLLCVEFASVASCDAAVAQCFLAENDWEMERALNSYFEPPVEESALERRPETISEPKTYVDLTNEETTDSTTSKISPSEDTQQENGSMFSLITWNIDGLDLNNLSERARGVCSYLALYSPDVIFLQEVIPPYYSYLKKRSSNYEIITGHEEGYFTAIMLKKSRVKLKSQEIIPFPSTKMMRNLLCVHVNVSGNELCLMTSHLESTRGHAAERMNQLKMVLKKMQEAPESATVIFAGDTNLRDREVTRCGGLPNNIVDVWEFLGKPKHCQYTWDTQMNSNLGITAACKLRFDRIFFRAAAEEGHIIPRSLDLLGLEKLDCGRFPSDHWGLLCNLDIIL
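Read-out basis: percent inhibition. System: recombinant human TDP2. Buffer or medium: Mg2+-containing Tris-HCl buffer, pH 7.5. Repeats: single replicate. Timing: reaction 2 h, 37 °C. Benchmarks: high control without enzyme, low control DMSO plus TDP2. Probe or stimulus: 5 mM T5PNP. Doses: 12.8 µM only. Measured by: epi absorbance of p-nitrophenol freed from T5PNP by hydrolysis.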
ADAM17 inh: inhibitors of human ADAM17; P78536; recombinant ADAM17, EDANS/DABCYL FRET peptide cleavage; inhibition, % at 6.95 µM; 370,000 compounds, 0.83% hits;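 active means inhibition above the mean of compounds lying between control limits plus 3 SD, set per campaign, cut at about 8.5% in these data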;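 further: 0% = DMSO-only wells as the low control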
ADAM10 inh: inhibitors of human ADAM10; recombinant ADAM10, EDANS/DABCYL FRET peptide cleavage, 3 h; inhibition, % at 7 µM; 370,000 compounds, 0.62% hits; AID 720582;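 active means inhibition above a per-campaign cutoff equal to the mean of compounds falling between control-based bounds plus 3 SD, cut at about 20% in these data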;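 further: 0% = DMSO wells while the 100% control is not disclosed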
Tn6 DDE FP: inhibitors of Tn6 peptide binding to human fibrin DD(E) | P02675 | Fibrin DD(E) TRITC-Tn6 fluorescence polarization displacement | inhibition, % at 8.3 µM | 370,000 compounds, 0.21% hits | AID 720509;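 active means inhibition above a per-campaign cutoff: mean of compounds within control limits plus 3 SD, cut at about 15% in these data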;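 further: 0% = median of all compound wells on the plate and 100% = blocking peptide control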
ARFGAP1 inh: inhibits rat ARF GTPase activating protein 1 | AID 651572 | inhibition, % at 16.5 µM | Arfgap1-stimulated ARF1 GTP hydrolysis, GDP FP detection | 360,000 compounds, 0.26% hits | Q62848;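 active means inhibition above a per-plate limit, mean inhibition of low control wells plus 3 SD, cut at about 25% in these data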;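 further: 0% = DMSO wells with enzyme and 100% = wells lacking Arfgap1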
Target sequence (Q62848 1-136 limits assumed): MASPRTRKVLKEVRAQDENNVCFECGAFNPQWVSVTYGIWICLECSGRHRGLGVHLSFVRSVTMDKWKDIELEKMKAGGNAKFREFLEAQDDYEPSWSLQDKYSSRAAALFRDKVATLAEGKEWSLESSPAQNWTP
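System: truncated rat Arfgap1 GAP domain / Benchmarks: high control wells lacking Arfgap1, low control full reaction with DMSO / Times: compound-enzyme preincubation 20 min, reaction 120 min, detection 60 min, 25 °C / Repeats: one replicate per compound / Also added: human ARF1(Δ1-17)-GTP substrate / Measured by: Tracer-displacement fluorescence polarization with EDTA stop, 620/688 nm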
LEDGF integ inh: blocks HIV-1 LEDGF/p75-dependent DNA integration; inhibition, % at 3.7 µM; 370,000 compounds, 0.64% hits; AID 743269; TR-FRET IN-LEDGF/p75 DNA integration, Eu/Cy5;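 active means inhibition above the screen-wide mean plus 3 SD, cut at about 13% in these data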;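 further: signal is the Cy5 over europium emission ratio at 671 and 618 nm; 0% = plate median of compound wells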
PLCg1 inh: inhibitors of human phospholipase C gamma1; inhibition, % at 12.2 µM; AID 720700; 370,000 compounds, 0.84% hits; purified PLC-gamma1, fluorogenic substrate, fluorescence; P19174; in the data active means inhibition above about 9.5%
ASAP1 GAP inh: ASAP1 ArfGAP inhibition; Q9ULH1; inhibition, % at 16.5 µM; 360,000 compounds, 0.19% hits; ASAP1-stimulated ARF1 GTP hydrolysis, GDP FP detection; in the data active means inhibition above about 25%;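 further: 0% = vehicle with enzyme and substrate and 100% = no enzyme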
Active calls of the source: *; i = inactive; & = joins results of further samples.

The opening two compounds, to show the layout:
SMILES	KLK7 zymogen act	Tn7 DDE FP	TDP2 inh	ADAM17 inh	ADAM10 inh	Tn6 DDE FP	ARFGAP1 inh	LEDGF integ inh	PLCg1 inh	ASAP1 GAP inh
CCOC(=O)c1c(N)sc2c1CCC(CC)C2 (stereo unspecified)	-0.1	6	6	-5	1	7	8	1	0	4
Cc1ccccc1NC(=S)NC1CCCC1	-0.3	3	-2	-4	-2	-8	6	-2	-2	-10

The list itself, from the first entry:
SMILES	KLK7 zymogen act	Tn7 DDE FP	TDP2 inh	ADAM17 inh	ADAM10 inh	Tn6 DDE FP	ARFGAP1 inh	LEDGF integ inh	PLCg1 inh	ASAP1 GAP inh
CCOC(=O)c1c(N)sc2c1CCC(CC)C2 (stereo unspecified)	-0.1	6	6	-5	1	7	8	1	0	4
Cc1ccccc1NC(=S)NC1CCCC1	-0.3	3	-2	-4	-2	-8	6	-2	-2	-10
Cc1cc(F)ccc1C(O)c1ncc(-c2ccccc2)[nH]1 (stereo unspecified)	-1.5	-2	-8	1	-11	0	4	-1	1	-8
O=C(O)CCC(NC(=O)c1cncc(O)c1)C(=O)O (stereo unspecified)	-4.7	4	-1	-12	-36	-1	1	-1	-7	-10
CCN(CC)c1ccc(S(=O)(=O)N2CCOCC2)cc1NS(C)(=O)=O	-1.3	0	7	-3	-4	-4	-9	-2	-2	-4
Cc1cc(C)c(NC(=O)c2ccc3c(c2)C(=O)N(Cc2cccnc2)C3=O)c(C)c1	0.1	0	2	-4	-4	-1	-2	1	2	6
C/C(N)=C(/C#N)C(=O)COC(=O)C(NS(=O)(=O)c1ccc(Cl)cc1)C(C)O (stereo unspecified)	-0.3&0.3	3&3	12&-9	-4&4	-10&4	-7&-2	-5&-9	2&0	1&-3	3&6
O=c1[nH]nc(Cc2ccccn2)c2ccccc12	-0.2	6	-4	-5	2	1	2	-5	-1	6
CCC1CCCCN1CCCNC(=O)c1ccc2c(c1)N(Cc1c(F)cccc1Cl)C(=O)CS2 (stereo unspecified)	0.2	-2	2	2	3	0	4	5	3	4
CCOC(=O)c1c(C)[nH]c(C(=O)COC(=O)CCS(=O)(=O)c2ccc(C)cc2)c1C	0.5	-5	-6	1	6	8	8	1	4	-3
Cc1cc(S(=O)(=O)N2CCOCC2)c(C)s1	-0.5	-1	4	-3	-7	-1	4	4	1	-3
CCC(C)NC(=O)CN(C)S(=O)(=O)c1ccc2c(c1)c(=O)n(C)c(=O)n2C (stereo unspecified)	-0.6	-2	-7	3	-17	-4	2	-4	1	-9
CC(C)C(NS(=O)(=O)c1cccc(C(F)(F)F)c1)C(=O)N1CCc2ccccc2C1 (stereo unspecified)	-0.3	-8	-9	-1	4	-7	-4	-3	2	11
Cc1ccc(C)c(OCC(=O)Nc2cc(NC(=O)COc3cc(C)ccc3C)cc(C(=O)O)c2)c1	0.2	7	2	-1	11	-2	-3	-2	-2	4
C/C(O)=C(\N=Nc1cc(C)ccc1O)C(N)=O	0.5	-1	-14	3	-8	2	11	-8	-4	-19
Cc1oc(C(C)(C)C)cc1C(N)=O	0.5	-8	6	1	-4	-9	0	-2	2	-10
C[C@@H]1CN([C@H](C)CO)C(=O)Cc2cc(NS(=O)(=O)c3ccc(F)cc3)ccc2O[C@H]1CN(C)Cc1ccc(C(=O)O)cc1	0.4	-2	-3	-5	-12	3	-18	3	4	3
C=CCSc1nnc2nc3c(nn12)c1cc(C)ccc1n3CC=C	0.3	-5	-5	2	0	-2	5	3	7	-12
O=C(CCSc1ccc(Cl)cc1)NCc1ccncc1	-0.2	-1	-15	-2	-3	4	3	-5	0	-13
Cc1cc(C)n2c(SCC(=O)NC3CCCCC3)nnc2n1	-0.5	2	0	-7	-16	1	-2	-3	-25	2
Cc1ccc(-c2ccc(SCC(=O)Nc3cc(C)on3)nn2)cc1	0.3	-4	-6	-4	5	-2	8	2	1	-5
C=C(C)C1CC=C(C)/C(=N\NC(=S)Nc2ccc(C)cc2)C1 (stereo unspecified)	0.1	-4	-8	6	7	6	2	0	8	9
CCCn1c(SC2C(=O)CC(C)(C)CC2=O)nc2c1c(=O)n(C)c(=O)n2C	0.0	-1	-3	-1	0	1	6	5	2	7
Cn1c(N)c(C(=O)c2cc(-c3ccccn3)nc3ccccc23)c(=O)[nH]c1=O	-0.6	-6	0	-1	8	-6	2	3	1	0
COc1cc([N+](=O)[O-])ccc1NC(=O)/C=C/C(=O)O	0.0	0	-11	1	-1	0	-3	-2	1	-15

The closing 2 records of the part before are carried over, then new ones follow:
SMILES	KLK7 zymogen act	Tn7 DDE FP	TDP2 inh	ADAM17 inh	ADAM10 inh	Tn6 DDE FP	ARFGAP1 inh	LEDGF integ inh	PLCg1 inh	ASAP1 GAP inh
Cn1c(N)c(C(=O)c2cc(-c3ccccn3)nc3ccccc23)c(=O)[nH]c1=O	-0.6	-6	0	-1	8	-6	2	3	1	0
COc1cc([N+](=O)[O-])ccc1NC(=O)/C=C/C(=O)O	0.0	0	-11	1	-1	0	-3	-2	1	-15
CC(Sc1nnnn1C)C(=O)Nc1nc(-c2ccc(F)c(F)c2)cs1 (stereo unspecified)	0.4	-3	-2	-3	-14	-6	1	11	3	16
Cc1cc(C)nc(NN=CC2=C(N3CCOCC3)/C(=C/c3ccc(Cl)cc3)CC2)n1	-0.4	-5	-11	-7	-36	-3	1	4	-45	-8
CCOC(=O)C1CCCN(S(=O)(=O)c2ccc3c(c2)NC(=O)CO3)C1 (stereo unspecified)	-0.8	-1	-4	-4	-5	5	-7	-1	-1	9
Cc1cc2nc(-c3ccccn3)c(-c3ccccn3)nc2cc1C	0.0	-3	-5	-14	-24	2	5	5	-1	5
CCc1nc2c(OCc3ccc(C(F)(F)F)cc3)cccn2c1N(C=O)Cc1ccc(OC)cc1	0.6	2	-13	6	-5	-6	16	1	2	9
CCC(C(=O)O)P(=O)(c1ccc(Cl)cc1)c1ccc(Cl)cc1 (stereo unspecified)	-0.2	-1	-2	-3	2	9	3	2	0	2
O=S(=O)(NCCOc1ccccc1Cl)c1ccc2oc3ccccc3c2c1	0.2	2	-5	-5	0	-8	-8	3	-2	-10
Cc1ccc(N(Cc2cc(=O)[nH]c3ccccc23)C(=O)CCl)cc1	0.8	-1	15	-6	-4	-6	5	0	-1	-1
CC1CCCC(NC(=O)COC(=O)c2cc3ccccc3oc2=O)C1C (stereo unspecified)	-3.2	-2	-10	-24	-99	2	8	12	-18	0
C/C(=N\NC(=O)c1ccc([N+](=O)[O-])cc1Cl)c1ccccc1	0.2	-5	4	-2	2	-1	3	-3	0	1
Cc1ccc(S(=O)(=O)NNC(=O)CCC(=O)Nc2ccc(C)c(C)c2)cc1	0.2	5	-2	0	10	-7	4	-1	2	9
Cc1cc(C(=O)NCc2ccccc2F)cs1	0.0	-13	-5	-3	-7	-3	0	1	1	4
COc1ccc2cc(C(=O)C3CCCN(C(=O)Cc4c(C)noc4C)C3)ccc2c1 (stereo unspecified)	-0.9	-1	-3	i	i	1	9	6	-392	4
Cc1ccccc1C(=O)Oc1cccc(Nc2ncnc3ccccc23)c1	-0.9	-5	-14	2	-5	-6	3	-3	-126	6
O=C(CCN1CCN(Cc2ccccc2)CC1)NNC(=O)Nc1cccc(Cl)c1	0.2	-5	12	3	0	1	13	3	4	-2
CCCCS(=O)(=O)NC1=NCN(CC)CN1	-0.3	3	-10	-4	0	5	-5	-2	-2	-3
O=C(NC1CCCC1)C1C(c2ccccc2)=Nc2ccccc2N1C(=O)c1cc(Cl)cc(Cl)c1 (stereo unspecified)	0.0	-4	4	-3	-12	7	-5	0	-1	7
Cc1cccc(C(C)(C)C)c1OCCOCCN1CCCC1	-0.3	-6	-3	-1	6	-5	4	2	4	5
COc1ccc(NC(=O)c2csc(Cc3ccc(Cl)cc3)n2)cc1	0.0	-2	-17	0	-4	-8	6	-3	8	8
O=C(N/N=C/c1ccc2ncccc2c1)c1cc(-c2cccs2)nc2ccccc12	-1.7	-4	-4	-8	-19	6	5	23*	-11	11
CCOC(=O)C1(CC)CC(CSc2nc3ccccc3[nH]2)OC1=O (stereo unspecified)	-0.7	-1	7	-5	-1	-3	-1	4	2	10
N/C(=N\OS(=O)(=O)c1ccc2ccccc2c1)c1ccccn1	1.3	-4	2	-6	-12	-3	11	2	-7	-1
CC(=O)C[C@@H](O)CC(=O)[C@@H]1OC(=O)CCCCCc2ccccc21	0.2	-5	-2	2	7	6	9	7	-2	0
Cc1cc(NC(=O)CSc2nnc(Nc3ccccc3F)s2)no1	-0.2	8	4	5	5	-8	3	-2	-1	-8
COc1ccccc1Nc1nc(Cl)nc(NC(C)(C)C)n1	0.6	0	-4	-2	-5	-1	-4	0	2	15
CC(C(=O)N(C)C1CCS(=O)(=O)C1)N1C(=O)/C(=C/c2ccc(F)cc2)SC1=S (stereo unspecified)	-0.3	-5	-8	2	8	-3	11	4	3	11

Complete entries, looked up by structure. Screens in order: KLK7 zymogen act, Tn7 DDE FP, TDP2 inh, ADAM17 inh, ADAM10 inh, Tn6 DDE FP, ARFGAP1 inh, LEDGF integ inh, PLCg1 inh, ASAP1 GAP inh
Entry for Cc1cccc(C(C)(C)C)c1OCCOCCN1CCCC1 → -0.3, -6, -3, -1, 6, -5, 4, 2, 4, 5
Entry for Cc1cc(NC(=O)CSc2nnc(Nc3ccccc3F)s2)no1 → -0.2, 8, 4, 5, 5, -8, 3, -2, -1, -8
Entry for Cc1cc(C)nc(NN=CC2=C(N3CCOCC3)/C(=C/c3ccc(Cl)cc3)CC2)n1 → -0.4, -5, -11, -7, -36, -3, 1, 4, -45, -8
Entry for Cc1cc2nc(-c3ccccn3)c(-c3ccccn3)nc2cc1C → 0.0, -3, -5, -14, -24, 2, 5, 5, -1, 5
Entry for O=C(CCN1CCN(Cc2ccccc2)CC1)NNC(=O)Nc1cccc(Cl)c1 → 0.2, -5, 12, 3, 0, 1, 13, 3, 4, -2
